Compound activity (PubChem)
Insulin prom inh: TRM-6 insulin promoter activity inhibition | inhibition, % at 2 µM | 0.9% of 130,000 active | TRM-6 cells (human fetal islet line), insulin promoter-eGFP reporter, imaging; reporter expression induced with tamoxifen | AID 1273;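 active = inhibition above the mean plus 3 SD, with well images judged a real hit on visual review, cut at about 60% in these data, passing the limit was not always enough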
SDO1 yeast rescue: compounds rescuing growth of sdo1-depleted yeast, bone marrow failure model | S. cerevisiae sdo1-depleted JHY4D growth rescue, OD600 30 h; stronger effect = higher value; pdr5 snq2 efflux-pump mutant strain | z-score at 10 µM | 0.21% of 140,000 active | AID 817;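 active = z-score above 3 at both the 24 hr and the 30 hr optical density reads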;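 note: z-score against mean and SD of all compound wells on the same plate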
SDO1 yeast rescue Rescue 24 h: further read-out of SDO1 yeast rescue, marked with its call; z-score; S. cerevisiae sdo1-depleted JHY4D growth rescue, OD600; measured here: growth rescue at 24 h;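 0 is the plate mean of compound wells and units are plate SD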
* = called active by the depositor; x = not tested or not shown. Not all compounds are listed; the hit share may differ from the screen's.

SMILES	Insulin prom inh	SDO1 yeast rescue	SDO1 yeast rescue Rescue 24 h
CCCN1CCN(CCCNC(=O)C2CCCN(c3nnc(-n4cccc4)s3)C2)CC1 (configuration not stated)	x	-0.65	-1.7
CCCC(=O)Nc1ccc(Sc2ccc([N+](=O)[O-])cc2)cc1	40	-2	-1.6
CSc1nc(C)cc(OCC#N)n1	10	0.18	-0.47
CCN1C(=O)/C(=C2/Sc3ccc(OC)cc3N2C)SC1=Nc1ccc(C(C)=O)cc1	8	x	x
C=CCn1cc(C(=O)N2CCc3ccccc3C2)c(=O)c2cc(S(=O)(=O)N(CC)CC)ccc21	-400	-0.02	-0.34
COC(=O)CSc1nnc(C)n1-c1cccc(C#N)c1	-26	0.14	-0.67
COc1ccc(N2CC(C(=O)Nc3ncccc3C)CC2=O)cc1 (configuration not stated)	44	0.54	0.38
S=C(NN=C1CCCCCC1)Nc1ccc(Cl)cc1	-30	0.46	-0.52
CCN(CC)C(=N)N1c2ccccc2CCC1C (configuration not stated)	20	x	x
O=C(OC1CCOC1=O)c1cc(-c2ccc(Cl)cc2)nc2ccccc12 (configuration not stated)	18	-1.3	-0.96
O=C(Cc1nnc(NC(=O)Nc2ccc(Cl)cc2)s1)NCc1ccccc1	-10	0.26	1.2
O=C(CCn1cccc1)Nc1cc(F)ccc1F	0	-0.03	-0.07

Grouped by structure, those above containing four or more nitrogen atoms
SMILES	Insulin prom inh	SDO1 yeast rescue	SDO1 yeast rescue Rescue 24 h
CCCN1CCN(CCCNC(=O)C2CCCN(c3nnc(-n4cccc4)s3)C2)CC1 (configuration not stated)	x	-0.65	-1.7
COC(=O)CSc1nnc(C)n1-c1cccc(C#N)c1	-26	0.14	-0.67
O=C(Cc1nnc(NC(=O)Nc2ccc(Cl)cc2)s1)NCc1ccccc1	-10	0.26	1.2

The results go on.
SMILES	Insulin prom inh	SDO1 yeast rescue	SDO1 yeast rescue Rescue 24 h
CC(C)OC(=O)C(C#N)c1nc2ccccc2nc1N1CCN(Cc2ccccc2)CC1 (configuration not stated)	24	-2.2	-1.1
CCCCSc1nnc2[nH]c(=O)cc(N)n12	x	0	0.52
O=C(NCc1ccco1)C(c1ccncc1)N(CCC1=CCCCC1)C(=O)Cn1nnc2ccccc21 (configuration not stated)	x	1.9	1.5
CCOC(=O)C1=C(c2ccccc2)N=C2SCC(=O)N2C1c1ccc2c(c1)OCO2 (configuration not stated)	x	-1.1	-0.83
CCOC(=O)c1[nH]c(C)c(C(=O)NCCc2ccc(OC)cc2)c1C	x	0.62	0.92
CCOC(=O)c1ccccc1NC(=O)c1ccccc1N(C)S(C)(=O)=O	3	-0.6	0.81
CCCCC(=O)Nc1ccc(C(=O)c2ccccc2)cc1	6	x	x
NC(=O)N1CCc2ccccc21	44	x	x
COc1ccc(-c2cnnc(N/N=C/C(C)=C/c3ccccc3)n2)cc1	-6	0.6	2
Cc1cc(C)n(C2CC(=O)N(c3ccccc3)C2=O)n1 (configuration not stated)	-8	0.26	-0.15
CCOC(=O)N1CCN(c2ncnc3c2cnn3-c2ccc(Cl)cc2)CC1	31	-0.79	-0.09
COc1ccc(CCn2c(SCC(=O)Nc3cc(C)on3)nc3ccsc3c2=O)cc1OC	x	-0.99	-0.08
Cc1ccc(CNC(=O)COC(=O)c2ccc(Br)cc2)cc1	23	0.93	1.5
O=C(O)c1cnc(-c2ccccc2)nc1Sc1cccc(Cl)c1	25	-1.1	-0.91
Cc1ccc(NC(=O)CN(C)C(=O)CCCN2C(=O)c3ccccc3C2=O)cc1	x	2	2.6
CCOC(=O)c1cc(-c2nnc(-c3ccc(Oc4ccccc4)cc3)o2)c(C)nc1C	x	0.13	-0.63
CCn1c(-c2c(Cl)c(C)nn2C)n[nH]c1=S	33	0.98	1.5
O=C(COC(=O)c1cccnc1Cl)c1cccc(Cl)c1	4	0.67	0.14
CNc1nc(OCCNC(=O)Nc2ccccc2)nc(N2CCOCC2)n1	-229	0.14	-0.47
CCN(CCO)Cc1csc2ccc(Cl)cc12	x	0.24	-0.2
CCCCCCC1CC(CCC(=O)Nc2ccc([N+](=O)[O-])cc2)C(=O)O1 (configuration not stated)	-27	0.4	0.77
Cc1cccc(C)c1NC(=O)CCCN1CC(C)OC(C)C1 (configuration not stated)	-3	0.55	0.58
COc1ccc(NC(=O)NN(C(=O)c2ccccc2)C(C)(C)C)cc1	-28	0.4	0.16
CC(=O)Nc1ccc(S(=O)(=O)NCC(=O)OCC(=O)N2CCCc3ccccc32)cc1	-31	-0.09	-0.4
COc1ccc(NC(=O)C2C3CCC4C(CCC32)C4(Cl)Cl)cc1 (configuration not stated)	-3	-0.22	-1.4
COC(=O)C1=C(C)NC=C([N+](=O)[O-])C1c1ccc(OC)cc1 (configuration not stated)	23	1.3	0.02
CCOC(=O)C1C(=O)C(C(C)=O)C(=O)CC1CC(C)SCC (configuration not stated)	-20	0.01	-0.46
CCCCn1c2nc3ccccc3nc2c2c(=O)n(-c3ccccc3)cnc21	0	-1.5	-0.67
CNC(=O)CSc1nc(-c2ccccc2)c(-c2ccccc2)[nH]1	0	-0.64	-1.4
Cc1nn(C)c(C)c1S(=O)(=O)N1CCC(C(=O)NC(C)c2ccccc2)CC1 (configuration not stated)	x	0.12	0.21
Cc1cc(NC(=O)CSc2ccc(F)cc2)no1	27	x	x
O=C(c1ccc(=O)oc1)N1CCN(C(c2ccccc2)c2ccccc2)CC1	x	-0.01	-0.54
Cc1ccc(S(=O)(=O)NCC2CCC(C(=O)NCc3ccco3)CC2)cc1 (configuration not stated)	0	0.42	-0.24
CCOc1ccc(Br)cc1S(=O)(=O)Nc1ccc(C(=O)Nc2ccc(C)cc2)cc1	3	-0.34	-0.46
CCc1nnc(NC(=O)Cc2cccs2)s1	-8	x	x
Cc1ccn2c(=O)nc(SCc3cccc(C(F)(F)F)c3)nc2c1	42	x	x

Six entries out of the list above, sorted by their value in Insulin prom inh, ascending.
SMILES	Insulin prom inh	SDO1 yeast rescue	SDO1 yeast rescue Rescue 24 h
CC(=O)Nc1ccc(S(=O)(=O)NCC(=O)OCC(=O)N2CCCc3ccccc32)cc1	-31	-0.09	-0.4
COc1ccc(NC(=O)NN(C(=O)c2ccccc2)C(C)(C)C)cc1	-28	0.4	0.16
CCc1nnc(NC(=O)Cc2cccs2)s1	-8	x	x
CNC(=O)CSc1nc(-c2ccccc2)c(-c2ccccc2)[nH]1	0	-0.64	-1.4
CCCCC(=O)Nc1ccc(C(=O)c2ccccc2)cc1	6	x	x
COc1ccc(N2CC(C(=O)Nc3ncccc3C)CC2=O)cc1 (configuration not stated)	44	0.54	0.38

The list goes on.
SMILES	Insulin prom inh	SDO1 yeast rescue	SDO1 yeast rescue Rescue 24 h
CCOc1cccc(NC(=O)C2CCCN(S(=O)(=O)c3ccc(-n4cnnn4)cc3)C2)c1 (configuration not stated)	-67	0.23	-0.29
OC1(CN2CCOCC2)C2CN3CCN(C2)CC1(c1ccccc1)C3 (configuration not stated)	-21	-0.05	-0.39
Cc1c(Cl)ccc2c1NC(=O)[C@]21N[C@@H](Cc2ccccc2)[C@H]2C(=O)N(c3ccc(F)cc3)C(=O)[C@H]21	-6	-0.76	-0.69
CC(=O)[C@H]1CC[C@H]2[C@@H]3CCC4=CC(=O)CC[C@]4(C)[C@H]3CC[C@]12C	14	-0.99	0.04
CCC(=O)Nc1ccc2nc(C3CC3)n(Cc3ccccc3)c(=O)c2c1	18	-0.63	-0.54
O=C(Cc1ccc(Cl)c(Cl)c1)Nc1ccccc1N1CCOCC1	-80	x	x
COC(=O)NNC(=O)COc1cc(C)c(Br)cc1C(C)C	-17	-0.13	0.16
O=C(NCc1ccc2c(c1)OCO2)c1ccc(CS(=O)(=O)Cc2cccc(Cl)c2)o1	29	-0.66	-1.3
COc1ccc(S(=O)(=O)NC(CC(=O)NCc2ccco2)c2ccco2)cc1 (configuration not stated)	21	1	0.54
Cc1ccc(S(=O)(=O)N(C)c2ccc(C(=O)O)cc2)cc1	x	0.16	-0.48
Cc1cccnc1NC(=O)C1CCN(S(=O)(=O)c2c(C)noc2/C=C/c2ccco2)CC1	-31	-0.19	-0.51
Cc1cc(C(=O)Nc2cccc3ncccc23)no1	43	0.33	0.31
COc1ccc(Cn2nnnc2C(c2ccc(F)cc2)N2CCN(C3CCCC3)CC2)cc1 (configuration not stated)	0	0.8	0.56
N#CC1=C(N)NC(SCc2ccccc2)=C(C#N)C12CCCC2	6	-1.7	0.21
N#C/C(=C/c1ccc(N2CCCCC2)cc1)c1cccc(F)c1	x	-0.31	-0.09
S=c1[nH]nc(COc2ccccc2)n1/N=C/c1ccncc1	-12	x	x
COc1ccc(C/C(N)=N/OC(=O)COc2ccccc2C)cc1	17	-1.7	-0.32
COc1ccccc1OCCNS(=O)(=O)c1ccc2oc3ccccc3c2c1	-57	0.01	0.37
CC1(C)NC(=O)N(CC(O)CNC23CC4CC(CC(C4)C2)C3)C1=O (configuration not stated)	-105	0.29	2.3
Cc1ccccc1NC(=S)NN1CCN(C)CC1	-40	1.6	3.5
COC(=O)c1ccc(C)c(NC(=O)c2c(-c3ccccc3)noc2C)c1	x	-0.27	-0.56
COc1cc2c(cc1NC(=O)COc1ccc3ccccc3c1)oc1ccccc12	7	-0.49	1.4
S=C(Nc1ccccc1)N1CCCCCC1	-43	-0.61	-2
CC1CCN(C(=O)Cn2c(=O)n(-c3ccc(F)cc3)c(=O)c3sccc32)CC1	47	x	x
Cc1nonc1OC(C)CNc1ccc([N+](=O)[O-])cc1 (configuration not stated)	x	-0.24	-0.87
CCCc1cc2c(cc1NC(=O)c1ccc(Br)cc1)OCO2	x	-0.13	0.73
CC(C)(CCl)C(=O)Nc1ccc(OC(F)(F)F)cc1	69	x	x
COc1ccc(N2CCN(C(=O)c3ccc(Cl)c(S(=O)(=O)N4CCCC4)c3)CC2)cc1	0	x	x
COc1ccc(Cl)cc1Nc1nc(-c2sc(NC(=O)CC(C)C)nc2C)cs1	-22	-1.1	-1.3
O=C(O)CCS(=O)(=O)c1ccc(-c2ccccc2)cc1	6	1.4	0.46
CC(C)(C)c1ccc(C(=O)Nc2ccccc2Cl)cc1	18	x	x
O=C(CSc1ncccn1)Nc1ccccc1	12	-0.45	-1.1
CCS(=O)(=O)NCc1csc(-c2ccccc2)n1	29	1.6	2.2
Cc1ccc(-n2nc3c(Cl)nnc(C)c3c2C)cc1	-8	-0.16	-1.1
O=C(CCSc1ccccc1)Nc1ccc(OCc2ccccc2)cc1	-60	-0.08	0.23
O=c1c(Cc2ccc(Cl)cc2Cl)c(O)ccn1Cc1ccncc1	-40	x	x
Cc1ccc2c(c1)NCC(C(=O)NC1CCCCC1)O2 (configuration not stated)	x	-0.26	-0.52
O=C(OC1CCCCC1)c1ccc2c(c1)C1C=CCC1C(C(=O)O)N2 (configuration not stated)	x	-0.75	0.6
C=CCNc1nnc(Sc2ncccc2[N+](=O)[O-])s1	93*	x	x
Fc1ccc(NC2=NCCCCC2)cc1	27	x	x
Cc1cc(C)c2c(c1)-c1c(ssc1=S)C(C)(C)N2C(=O)CN1C(=O)c2ccccc2C1=O	-42	-0.79	-0.56
C=CCn1c(=NC(=O)CN2C(=O)CCC2=O)sc2cccc(OC)c21	x	0.27	0.18
Cc1ccccc1/[N+]([O-])=C/c1ccncc1	x	-0.14	-0.03
O=C(Nc1nsc(-c2ccccc2)n1)c1ccc(F)cc1	15	x	x
CCNC(=O)CSc1nnc(-c2cccc(S(=O)(=O)N(CC)CC)c2)n1CCc1ccccc1	-12	0.44	-1.1
COc1ccc(C2CC(c3cc(Br)ccc3F)n3nnnc3N2)cc1 (configuration not stated)	-7	-0.94	-0.34
O=C(O)c1cccc(NC(=O)c2ccc(S(=O)(=O)c3ccccc3)cc2)c1	x	1	0.79
CCCOC(=O)/C=C/c1c(C)[nH]c(=O)[nH]c1=O	-33	1.8	2.2
Cc1ccc(-c2cnc(NC(=O)CCC(=O)N3CCCCC3)n2C)cc1	-47	1.2	0.71
O=C(Cc1cccs1)N/N=C/c1ccc(OCc2ccccc2)cc1	-14	-0.66	0.63
O=C(CO)N/N=C/c1ccccc1F	x	1.6	2
O=C(c1ccc2ccccc2n1)N1CCN(c2ccccc2O)CC1	-3	0.38	0.85
CCCn1nnc(NC(=O)c2ccc3ccccc3c2)n1	42	x	x
CCOC(=O)c1cnc2c(N=Nc3ccccc3)c(N)nn2c1N	x	0.17	0.99
O=C1NC(c2ccccc2)=C(c2ccc3ccccc3n2)C(c2ccccc2)N1 (configuration not stated)	-14	-1.4	-1.5
O=C(Oc1nsnc1N1CCCCC1)N1CCOCC1	-25	1.1	1
Cc1cc(C)n(C(=O)CSc2ccc(Cl)cc2)n1	-3	0.68	0.45
COc1cc(/C=C/C(=O)Nc2ccncc2)cc(OC)c1OC	3	0.06	-0.12
Cc1cccc(Nc2nc(N)nc(CN3CCN(Cc4ccc5c(c4)OCO5)CC3)n2)c1	x	0.2	-0.73
CCCc1[nH]nc2c1C(CCc1ccccc1)C(C#N)=C(N)O2 (configuration not stated)	x	-0.11	-0.61

The list goes on.
SMILES	Insulin prom inh	SDO1 yeast rescue	SDO1 yeast rescue Rescue 24 h
O=C(NCCc1cn2ccsc2n1)C1CCCCC1	x	-0.5	-0.72
CN1C(=O)/C(=C/c2ccc3c(c2)OCO3)N=C1c1ccccc1	-23	-0.32	-0.44
Cc1ccc(-c2nnc(SCC(=O)CC(=O)Nc3ccccc3)n2C)cc1	-310	0.44	0.91
C/C(=N\NS(C)(=O)=O)c1ccccc1	67	1.1	1.6
Cc1cc([N+](=O)[O-])nn1CCCC(=O)Nc1c(C)n(C)n(-c2ccccc2)c1=O	38	x	x
